PAD4 inh = human PAD4 inhibitors, primary screen, biochemical, fluorescence polarization, 1536-well format; 330,000 compounds, 0.41% hits; inhibition, % at 6.36 µM; Protein-arginine deiminase type-4 (Homo sapiens), Q9UM07; AID 485272, 2010; recombinant PAD4, RCA probe fluorescence polarization;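 active = percent inhibition above a cutoff equal to the mean of all tested compounds plus 3 SD, cut at about 15% in these data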;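 also: 0% = PAD4 with RCA probe and DMSO and 100% = probe without PAD4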
Target sequence (Q9UM07 whole entry, looked up): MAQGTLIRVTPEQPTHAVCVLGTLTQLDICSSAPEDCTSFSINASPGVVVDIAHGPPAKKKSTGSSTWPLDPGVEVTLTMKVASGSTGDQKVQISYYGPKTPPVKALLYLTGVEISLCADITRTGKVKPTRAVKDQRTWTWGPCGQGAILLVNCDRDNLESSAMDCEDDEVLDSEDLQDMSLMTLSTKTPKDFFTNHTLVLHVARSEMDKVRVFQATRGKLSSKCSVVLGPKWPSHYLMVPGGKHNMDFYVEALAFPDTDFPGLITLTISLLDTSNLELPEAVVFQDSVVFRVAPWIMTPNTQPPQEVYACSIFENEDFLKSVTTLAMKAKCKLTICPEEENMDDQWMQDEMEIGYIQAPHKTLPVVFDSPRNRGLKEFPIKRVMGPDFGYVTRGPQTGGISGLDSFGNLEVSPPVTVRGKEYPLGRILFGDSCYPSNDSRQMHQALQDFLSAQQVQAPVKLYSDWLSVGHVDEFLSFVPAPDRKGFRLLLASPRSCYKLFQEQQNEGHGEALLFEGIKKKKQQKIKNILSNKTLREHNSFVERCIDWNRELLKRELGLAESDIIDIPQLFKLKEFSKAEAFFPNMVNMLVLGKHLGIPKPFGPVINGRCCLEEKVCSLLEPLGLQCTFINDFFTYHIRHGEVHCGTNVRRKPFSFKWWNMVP
PME-1 primary = PME-1 inhibitors via competitive probe labeling, primary screen, biochemical, fluorescence polarization, FP-Rh probe, HTS; Protein phosphatase methylesterase 1 (Homo sapiens), Q9Y570; recombinant PME-1; inhibition, % at 5.9 µM; 320,000 compounds, 0.53% hits; AID 2130, 2009;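 active = inhibition above the campaign mean of all compounds plus 3 SD, cut at about 26% in these data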;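 also: competitive labeling of PME-1 active site by serine hydrolase directed probe; 0% = PME-1 with DMSO and 100% = wells lacking PME-1 enzyme; inhibitors block probe labeling so polarization falls and inhibition rises; many of its hits are not listed in these tables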
LYPLA1 counter = LYPLA1 inhibitors, primary screen, counter-screen for PME1 inhibitor project, biochemical, fluorescence polarization, FP-Rh probe ABPP; inhibition, % at 5.9 µM; recombinant LYPLA1; Acyl-protein thioesterase 1 (Homo sapiens), O75608; 320,000 compounds, 0.16% hits;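 active = inhibition above the mean of all tested compounds plus 3 SD, set per campaign, cut at about 14% in these data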;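 also: inhibitors block serine hydrolase probe labeling of LYPLA1 so polarization falls; 0% = enzyme with DMSO and 100% = wells lacking LYPLA1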
Target sequence (O75608 whole entry, looked up): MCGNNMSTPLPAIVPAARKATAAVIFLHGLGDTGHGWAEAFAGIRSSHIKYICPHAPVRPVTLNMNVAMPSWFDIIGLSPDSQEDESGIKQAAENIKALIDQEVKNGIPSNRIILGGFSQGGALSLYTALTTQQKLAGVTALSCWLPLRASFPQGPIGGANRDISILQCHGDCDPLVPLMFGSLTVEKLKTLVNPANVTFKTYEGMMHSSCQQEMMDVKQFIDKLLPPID
GSTO1 inh = inhibitors of recombinant GSTO1, primary screen, counter-screen for RBBP9 inhibitor project, biochemical, fluorescence polarization; Glutathione S-transferase omega-1 (Homo sapiens), P78417; activity-based probe fluorescence polarization; inhibition, % at 5.96 µM; 300,000 compounds, 1.1% hits; AID 1974, 2009;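 active = inhibition above the campaign mean inhibition plus 3 SD, cut at about 35% in these data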;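 also: 0% = GSTO1-1 with DMSO and 100% = wells lacking GSTO1-1 enzyme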
PAFAH1B2 FP inh = PAFAH1B2 enzyme inhibitors, primary screen, biochemical, fluorescence polarization, human. Platelet-activating factor acetylhydrolase IB subunit alpha2 (Homo sapiens), P68402. recombinant PAFAH1B2, FP-rhodamine activity probe. inhibition, % at 3.39 µM. 340,000 compounds, 1.2% hits. AID 492953, 2010;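 active = inhibition above the mean of all tested compounds plus 3 SD, cut at about 24% in these data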;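 also: 0% = enzyme with DMSO and 100% = wells lacking PAFAH1B2; many of its hits are not listed in these tables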
Target sequence (P68402 whole entry, looked up): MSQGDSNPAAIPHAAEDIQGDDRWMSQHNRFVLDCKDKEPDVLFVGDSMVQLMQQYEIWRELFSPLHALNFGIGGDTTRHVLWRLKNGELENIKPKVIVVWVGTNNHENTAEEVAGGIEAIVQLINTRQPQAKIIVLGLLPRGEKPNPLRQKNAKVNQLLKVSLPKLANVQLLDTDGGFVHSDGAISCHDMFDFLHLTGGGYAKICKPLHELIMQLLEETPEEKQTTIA
PAFAH1B3 FP inh = PAFAH1B3 enzyme inhibitors, primary screen, biochemical, fluorescence polarization, human | AID 492972, 2010 | inhibition, % at 3.39 µM | 340,000 compounds, 0.28% hits | Platelet-activating factor acetylhydrolase IB subunit alpha1 (Homo sapiens), Q15102 | recombinant PAFAH1B3, FP-rhodamine probe;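 active = inhibition above the screen-wide average of all tested compounds plus 3 SD, cut at about 25% in these data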;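 also: 0% = enzyme with DMSO only and 100% = wells lacking PAFAH1B3 protein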
LYPLA2 counter = LYPLA2 inhibitors, primary screen, counter-screen for PME1 inhibitor project, biochemical, fluorescence polarization, FP-Rh probe ABPP. Acyl-protein thioesterase 2 (Homo sapiens), O95372. inhibition, % at 5.9 µM. 320,000 compounds, 0.38% hits. recombinant LYPLA2. AID 2177, 2009;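 active = inhibition above the screen-wide mean plus 3 SD, limit set per campaign, cut at about 26% in these data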;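 also: 0% = LYPLA2 with DMSO and 100% = wells lacking LYPLA2 enzyme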
pPAFAH FP inh = pPAFAH enzyme inhibitors, primary screen, biochemical, fluorescence polarization, human. Platelet-activating factor acetylhydrolase (Homo sapiens), Q13093. 330,000 compounds, 1.5% hits. inhibition, % at 3.39 µM. recombinant pPAFAH, FP-rhodamine probe fluorescence polarization;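 active = inhibition above the mean inhibition across the screen plus 3 SD, cut at about 25% in these data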;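 also: inhibitors block binding of the rhodamine activity-based probe so polarization drops; 0% = enzyme with DMSO and 100% = wells lacking pPAFAH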
PAFAH2 FP inh = PAFAH2 enzyme inhibitors, primary screen, biochemical, fluorescence polarization, human; Platelet-activating factor acetylhydrolase 2, cytoplasmic (Homo sapiens), Q99487; recombinant PAFAH2, FP-rhodamine activity probe; inhibition, % at 3.39 µM; 340,000 compounds, 0.99% hits; AID 492956, 2010;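 active = inhibition above the mean over all tested compounds plus 3 SD, cut at about 30% in these data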;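 also: inhibitors block probe labeling of enzyme so polarization drops; 0% = enzyme with DMSO and 100% = wells lacking PAFAH2 protein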
Starred values were filed as active, the others as inactive; / = not tested or not shown.

| SMILES | GSTO1 inh | LYPLA2 counter | PAD4 inh | PAFAH1B3 FP inh | PAFAH1B2 FP inh | PME-1 primary | pPAFAH FP inh | LYPLA1 counter | PAFAH2 FP inh |
| --- | --- | --- | --- | --- | --- | --- | --- | --- | --- |
| CC1CCCN(c2cc3c(cc2[N+](=O)[O-])C(=O)N(c2ccccc2)C3=O)C1 (stereo not given) | 3 | 3 | 0 | -1 | 5 | -1 | 5 | 5 | 24 |
| CCOc1ccc(OCC)c(NC(=O)CCS(=O)(=O)c2ccc(C)cc2)c1 | -2 | 1 | -3 | 8 | -1 | -3 | 2 | 1 | 12 |
| COc1ccc2[nH]cc(CC(=O)O)c2c1 | 0 | 13 | -2 | 14 | 7 | 2 | 0 | 3 | 3 |
| CC(/C=C/C1(O)C(C)CC(O)CC1(C)C)OC1OC(CO)C(O)C(O)C1O (stereo not given) | 9 | 4 | -1 | 7 | 1 | -6 | 1 | 2 | 6 |
| O=C(CSc1nnc(NC(=O)c2ccco2)s1)Nc1ccccc1Br | -2 | -4 | -4 | 3 | -1 | 2 | 11 | 0 | 8 |
| Cc1ccccc1N(C(=O)c1ccccn1)C(C(=O)NCc1ccccc1)c1cccnc1 (stereo not given) | 0 | 2 | 0 | 0 | 5 | 2 | 1 | 0 | -9 |
| Cc1ccc(CCN2C(=O)CCC2(C)C(=O)NC2CCCC2)cc1 (stereo not given) | 7 | -3 | 1 | 9 | 6 | -3 | -3 | -3 | 9 |
| CCOC(=O)NC(=O)COC(=O)c1cccc2ccccc12 | 4 | 0 | -7 | 10 | 0 | 3 | 4 | 0 | -1 |
| CCOC(=O)c1sc(NC(=O)CSc2nnc(Cc3ccccc3)o2)c(C#N)c1C | -10 | -6 | -5 | -1 | 7 | 0 | 18 | -6 | 1 |
| COc1cc(OC)cc(-c2oc(=O)c3cc(OC)c(OC)cc3c2C#CCCO)c1 | / | / | -1 | 4 | -1 | / | -1 | / | -6 |
| COc1ccccc1N1CCN(C(=O)c2cc3c(=O)n4ccccc4nc3s2)CC1 | / | 0 | 0 | 11 | 4 | 0 | -1 | -8 | 4 |
| COC(=O)c1cc(NC(=O)c2cc(C(C)(C)C)nn2Cc2ccc(F)cc2)ccc1N1CCOCC1 | -6 | -8 | 3 | / | / | 3 | 3 | -4 | / |
| O=C(Nc1ccc2c(c1)Cc1ccccc1-2)c1cccnc1 | 13 | 2 | -4 | 6 | -4 | -8 | 1 | -3 | -4 |
| O=C(NC1CC1)c1ccc(CSCc2ccccc2Cl)o1 | 5 | 4 | -2 | 10 | 3 | 2 | 8 | 0 | 8 |
| O=C(c1ccc(F)cc1)N1CCC(C(=O)N2CCN(Cc3ccc4c(c3)OCO4)CC2)CC1 | 2 | -3 | 1 | 14 | 2 | 1 | -3 | 0 | 7 |
| CCOc1ccccc1C(=O)NC(C(=O)Nc1ccccc1N1CCOCC1)C(C)C (stereo not given) | -9 | -2 | 2 | 13 | 5 | 5 | -5 | -2 | 9 |
| CC(C)(C)[C@H]1C=C(C(=O)NCc2nc3ccccc3[nH]2)O[C@@H](OCCCCO)C1 | 3 | 1 | -6 | 8 | 4 | 0 | 0 | 1 | -6 |
| O=C(Nc1cccnc1)c1ccc(-c2ccc(Cl)cc2)o1 | -19 | -7 | 0 | 7 | 8 | -13 | -2 | -10 | 4 |
| CCCCN(c1ccccc1)S(=O)(=O)c1cccc2cccnc12 | 8 | 7 | 3 | -3 | 13 | 2 | 4 | -2 | 1 |
| Cc1cccc(Nc2nc(N)c([N+](=O)[O-])c(N3CC(C)CC(C)C3)n2)c1 (stereo not given) | -8 | -17 | 0 | 4 | -1 | -7 | 9 | -8 | -10 |
| O=C(CSc1cccc[n+]1[O-])Nc1ccccc1C(F)(F)F | / | / | 1 | 6 | 4 | / | 4 | / | 8 |
| C/C(=N/NC(=O)c1ccncc1)c1ccccc1 | 4 | 3 | 0 | 1 | 3 | 7 | 2 | 0 | -8 |
| Cc1ccc(CNS(=O)(=O)c2ccc3c(c2)NC(=O)C(C)S3)cc1 (stereo not given) | 14 | -1 | 0 | 7 | 24 | 2 | 7 | 2 | 0 |
| O=C(CN1C2CCCC1CC(NC(=O)c1ccccc1)C2)Nc1ccccc1C(F)(F)F (stereo not given) | 1 | 0 | -5 | -2 | -6 | 1 | -1 | 4 | 0 |
| CCOC(=O)c1c(C)nn(-c2ccc(NC(=O)c3c(C)noc3C)cc2)c1C | 5 | -2 | 0 | 6 | 3 | -2 | 3 | -8 | 0 |
| COc1ccccc1Nc1ccc([N+](=O)[O-])cc1N | 2 | 11 | 0 | 1 | 4 | -6 | 8 | 2 | 3 |
| CC(C)(C)[C@@H]1COC(=O)[C@H](Cc2ccc(F)cc2)CC/C=C\C[C@@H](CC(=O)NCCO)C(=O)N1 | / | / | -5 | -3 | 5 | / | 4 | / | 4 |
| CCC(CC)c1nnc(NC(=O)COc2ccc3c(C)cc(=O)oc3c2)s1 | -1 | -1 | 0 | -1 | -1 | 3 | -8 | 0 | 4 |
| CN1CCN(c2ccccc2NC(=O)c2ccc(N3CCCCC3)c([N+](=O)[O-])c2)CC1 | 6 | 3 | -1 | -5 | 0 | 0 | 11 | 0 | -2 |
| CCc1ccc(C2=NN(CCC(=O)NCc3cccs3)C(=O)CC2)cc1 | -12 | -4 | -3 | 1 | 3 | -3 | 2 | 3 | -1 |
| CCOc1ccccc1/C=N/NC(=O)c1nnn(-c2nonc2N)c1CN1CCCCCC1 | 7 | -3 | -2 | 4 | -1 | -1 | -5 | -2 | 0 |
| CC1(C)Cc2nc3oc4c(=O)n(CC(=O)Nc5ccccc5)cnc4c3cc2CO1 | -1 | -7 | -4 | 5 | 1 | -4 | 1 | -2 | 2 |
| CC(C)(C)NC(=O)COC(=O)/C=C/c1ccc(F)cc1 | 1 | -5 | -2 | 9 | 0 | 9 | 5 | 0 | 65* |
| CN(CC(=O)Nc1ccccc1C(F)(F)F)C(=O)Cn1c(=O)oc2ccccc21 | -7 | -7 | 0 | 2 | 0 | -3 | 1 | 1 | -3 |
| Cc1ccc(CNC(=O)C2CCN(S(=O)(=O)c3ccc(Br)s3)CC2)cc1 | -2 | 7 | -4 | 14 | 8 | 13 | 0 | 0 | 3 |
| CCOC(=O)c1c(C)c(C)n(Cc2ccc(OC)c(OC)c2)c1C | 8 | 0 | 0 | -2 | 7 | 2 | 4 | -1 | 3 |
| NC(=O)c1ccsc1NC(=O)CS(=O)(=O)c1ccc(F)cc1 | -6 | -1 | -4 | 0 | 1 | -3 | -3 | -1 | 6 |
| CCOc1ccccc1N1CCN(C(=O)NCc2ccc(Cl)cc2)CC1 | 21 | -9 | 0 | 2 | 6 | 0 | -4 | -1 | 5 |
| CN(C)CCC(=O)C(Cc1ccccc1)c1ccccc1 (stereo not given) | -5 | 3 | -2 | 11 | 5 | -3 | 6 | -3 | 8 |
| Cc1cccc(N2CCN(CCNC(=O)c3cc4c(s3)CS(=O)(=O)C4)CC2)c1C | 5 | 7 | -2 | 6 | 3 | 4 | 11 | 3 | 0 |
| CC(=O)NC12CC3CC(C1)CC(C(=O)N(C)CC(=O)Nc1cccc(F)c1)(C3)C2 | / | 3 | -1 | 9 | 8 | 0 | 0 | -1 | 1 |
| O=C(Nc1cccc([N+](=O)[O-])c1)c1ccc(CSc2ccccc2)cc1 | -6 | 3 | -4 | 5 | 4 | 2 | 5 | -4 | -5 |
| O=C(OCC(=O)N1CCc2ccccc21)[C@@H]1CC(O)CN1S(=O)(=O)c1ccccc1[N+](=O)[O-] (stereo not given in full) | / | / | -3 | 8 | 3 | / | 5 | / | 1 |
| COc1cc(C=C2C(=O)c3ccccc3C2=O)cc(OC)c1OC | 8 | 0 | -32 | 18 | 8 | -1 | 5 | -1 | 8 |
| CN(C)c1ccc(/C=N/Nc2nc3ccccc3o2)cc1 | 1 | 3 | -2 | 1 | 6 | 22 | 9 | 6 | 3 |
| Cc1cccc2cc(C#N)c(N3CCOCC3)nc12 | 6 | -9 | -6 | 7 | -1 | 2 | -1 | -3 | -1 |
| Cc1ccc(S(=O)(=O)NCCC(=O)OCC(=O)Nc2cccc(Cl)c2)cc1 | / | 0 | 2 | -4 | 2 | 1 | 16 | 0 | -6 |
| COc1ccc(S(=O)(=O)N(C)CC(=O)Nc2ccccc2SC)cc1Cl | -10 | 1 | 3 | 3 | -2 | 3 | 0 | -4 | -8 |
| Cc1cc2nn(-c3ccccc3)nc2cc1NC(=O)c1cccs1 | 0 | -9 | -1 | 2 | -5 | -21 | -9 | -16 | -6 |
| Cc1ccc(-n2c(O)c(/C=N/Nc3ccc(S(=O)(=O)N4CCOCC4)cc3[N+](=O)[O-])c3ccccc3c2=O)c(C)c1 | 38* | 22 | -6 | 18 | 64* | 34* | 2 | 9 | 34* |
| CCOC(=O)/C=C(C)\C=C\c1c[nH]c2ccccc12 | 5 | -2 | 0 | 8 | 5 | -3 | 7 | -2 | 1 |
| CC1(C)CC2(CCO1)N1CC3(C)CN2CC(C)(C1)C3=O (stereo not given) | 7 | 1 | 0 | 3 | 4 | -11 | -4 | 3 | -5 |
| C=CCn1c(CCNC(=O)c2cccs2)nnc1SCC(=O)c1ccc(Cl)cc1 | 18 | -5 | 2 | 7 | 5 | 0 | 4 | 0 | 15 |
| CCCCN(C(=O)c1ccc(S(=O)(=O)N2CCCC2)cc1)C1CCS(=O)(=O)C1 (stereo not given) | 4 | -1 | -2 | 5 | 0 | 5 | -3 | -1 | 3 |
| COc1ccc(S(=O)(=O)N2CCC(C(=O)N3CCN(C)CC3)CC2)cc1Cl | 2 | 1 | 0 | 0 | 1 | -3 | -2 | -2 | 6 |
| CC1NC(=S)N(C2CCCCC2)C1=O (stereo not given) | 3 | 1 | 0 | 11 | 15 | 2 | 0 | -2 | 0 |
| O=S1(=O)[C@H]2C[C@@H]3C=C[C@@]2(CN1Cc1ccc(Cl)cc1)O3 | 11 | 0 | -8 | 10 | 2 | -8 | 6 | -2 | -4 |
| Nc1ncnc2c1C(c1ccccc1)c1c(ccc3ccccc13)O2 (stereo not given) | / | / | -6 | -2 | -1 | / | -7 | / | 3 |
| Cc1ccc(C(=O)NS(=O)(=O)c2ccccc2)cc1 | 0 | 1 | -2 | 8 | 0 | -6 | 2 | -1 | -2 |
| COCCSc1nnc(NC(=O)c2cc(OC)c(OC)cc2[N+](=O)[O-])s1 | -9 | 0 | -8 | 6 | 4 | 2 | 5 | -3 | 6 |
| COc1ccc(C(=O)NC(=S)NCc2cccnc2)cc1Br | -3 | 18 | -4 | 6 | 1 | 1 | 0 | -2 | 17 |
| COc1ccc2sc(C)nc2c1NC(C)=O | 10 | -1 | 2 | 7 | 0 | -1 | -4 | -2 | -9 |

Bioassay records from PubChem BioAssay.

An excerpt; rates above refer to the full screens.
